E-sel TNF inh: E-selectin induction blockers in HUVEC – imaging, immunofluorescence, high content, primary screen; AID 1246, 2008; 0.71% of 120,000 active; inhibition, % at 2 µM; HUVEC TNFa-induced E-selectin immunofluorescence;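 active = inhibition above the batch mean plus 3 SD, and confirmed as a hit on visual image review, cut at about 43% in these data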;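 also: 0% = TNF-stimulated DMSO wells and 100% = unstimulated control wells; not every result past the cut was called active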
Yeast growth inh: growth inhibitors of yeast BB579 in restrictive medium, primary screen, yeast lifespan-shortening project, S. cerevisiae; OD615, 48 h; inhibition, % at 10 µM; 0.51% of 140,000 active;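 active = inhibition above a set limit, 3 SD over the mean compound inhibition, cut at about 44% in these data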; also: inactives centre near -24
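Test system: Saccharomyces cerevisiae DeaD strain BB579, replicative lifespan model yeast | Buffer or medium: Restrictive CSMM-D medium | Doses: One dose, 10 µM compound with 0.25% DMSO | Incubation: 48 h exposure, 30 °C | Detection: Culture absorbance at 615 nm | Control set: Amphotericin B at 10 µg/mL as positive control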
HCT116 PTEN-null: growth suppression of PTEN-null HCT116, primary screen, cell-based, CellTiter-Glo. HCT116 PTEN-null viability, 60 h; active compounds read low. viability, % at 10 µM. 1.2% of 140,000 active;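 active = viability at or below a set limit, 4 SD under the median of all tested compounds, cut at about 3.7% in these data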;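 also: PTEN knockout HCT116 line with beta catenin targeted HCT116 as companion control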
MRP1 act: H69AR viability gain despite doxorubicin, primary screen, MRP-1 activator project, H69AR cells, CellTiter-Glo. viability rescue. viability increase, % at 10 µM. 0.61% of 140,000 active;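 active = viability gain under doxorubicin at or above a set limit, the compound median plus 3 SD, cut at about 4.7% in these data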;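 also: MRP-1 overexpressing cells given doxorubicin 25 µM after compound pretreatment; 18-22 h compound pretreatment then 72 h with doxorubicin before readout; 0% = doxorubicin-only wells and 100% = vehicle-treated cells without doxorubicin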
GALR2 blocker: GALR2 antagonists in receptor-expressing cells, primary screen; Galanin receptor type 2 (Homo sapiens), O43603; antagonist mode; inhibition, % at 4 µM; 0.39% of 140,000 active; AID 828, 2007; in the data active = inhibition above about 27%;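 also: cells stimulated with galanin 1-16 at roughly its EC80; 0% = agonist challenge control and 100% = basal control without agonist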
Target sequence (O43603 whole entry, looked up): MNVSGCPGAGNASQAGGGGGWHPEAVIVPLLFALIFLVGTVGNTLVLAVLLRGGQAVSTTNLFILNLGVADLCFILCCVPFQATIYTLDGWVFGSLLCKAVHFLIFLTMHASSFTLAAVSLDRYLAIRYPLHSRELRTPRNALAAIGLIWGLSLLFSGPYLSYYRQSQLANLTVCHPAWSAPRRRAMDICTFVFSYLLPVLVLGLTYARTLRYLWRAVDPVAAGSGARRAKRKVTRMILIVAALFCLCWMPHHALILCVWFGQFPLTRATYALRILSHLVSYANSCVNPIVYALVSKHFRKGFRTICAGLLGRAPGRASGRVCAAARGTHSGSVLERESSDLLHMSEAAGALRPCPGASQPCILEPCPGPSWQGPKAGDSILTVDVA
Measles CPE: compounds protecting cells from measles virus cytopathic effect, primary screen, measles RdRp inhibitor project, single point, MLSMR library, absorbance. Measles virus-infected cells, CPE protection. protection (pct of control), % at 4 µM. 1.5% of 140,000 active; in the data active = protection mostly above about 24%, no sharp cut-off; inactive = mostly below about 26%; also: some compounds called inactive have numbers as strong as hits
bCat KO growth: primary screen for growth suppressors in beta-catenin knockout HCT116 cells (colon tumor, human). viability, % at 10 µM. 1.5% of 140,000 active. HCT116 beta-catenin knockout viability, CellTiter-Glo, 60 h; active compounds read low;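 active = viability at or under a set limit, the compound median less 4 SD, cut at about 6% in these data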;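 also: 0% = Hyamine 1622 control at 20 µM and 100% = untreated cell control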
Yeast lifespan up: compounds extending yeast replicative lifespan, primary screen, S. cerevisiae, OD615; inhibition of the nicotinamide effect, % at 10 µM; 0.68% of 130,000 active; S. cerevisiae growth with nicotinamide; deaD strain in restrictive glucose medium;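 active = inhibition above a set limit, placed 3 SD over the median of all compounds, cut at about 26% in these data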;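 also: 0% = nicotinamide-treated wells and 100% = cells grown without nicotinamide; some compounds called inactive have numbers as strong as hits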
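System: Modified budding yeast, DeaD strain | Buffer or medium: Restrictive glucose medium | Also added: 1.5 mM nicotinamide | Doses: 10 µM single point, 0.25% DMSO | Schedule: 48 h compound exposure at 30 °C, humidified | Detection: Absorbance at 615 nm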
Phagocytosis inh: inhibitors of macrophage phagocytosis, primary screen, imaging, J774A.1 cells, IgG beads. J774A.1 macrophage IgG-bead phagocytosis. inhibition, % at 5 µM. 0.07% of 110,000 active. AID 1029, 2008;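 active = inhibition above the mean of the plate negative controls plus 5 SD, cut at about 13% in these data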;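 also: phagocytic index as fraction of beads internalized from green versus red external bead signal; plate controls were DMSO negative control for no effect and cytochalasin-D positive control for full effect; some results beyond the cut were filed as inactive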
NPY-Y2 antag: NPY-Y2 receptor antagonists, primary screen, cell-based; inhibition, % at 2.7 µM; AID 793, 2007; Neuropeptide Y receptor type 2 (Homo sapiens), P49146; 0.99% of 140,000 active; NPY-Y2 expressing cells, antagonist mode; in the data active = inhibition above about 17%;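 also: 0% = vehicle with agonist challenge and 100% = reference antagonist with challenge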
Target sequence (P49146 whole entry, looked up): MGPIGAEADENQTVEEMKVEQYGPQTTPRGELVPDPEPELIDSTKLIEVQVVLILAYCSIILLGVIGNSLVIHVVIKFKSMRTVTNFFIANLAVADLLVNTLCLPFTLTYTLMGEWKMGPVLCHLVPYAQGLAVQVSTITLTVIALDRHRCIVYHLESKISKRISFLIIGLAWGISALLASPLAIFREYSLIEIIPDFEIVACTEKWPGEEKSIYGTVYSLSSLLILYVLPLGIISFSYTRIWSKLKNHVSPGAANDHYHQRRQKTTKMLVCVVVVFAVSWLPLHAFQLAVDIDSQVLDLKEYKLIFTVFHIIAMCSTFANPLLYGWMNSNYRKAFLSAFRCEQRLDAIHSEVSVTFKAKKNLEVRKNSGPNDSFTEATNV
Numbers without * were called inactive; x = not tested or not shown; [ ] = dose if it differs, or a comment.

A first look (two entries):
SMILES	E-sel TNF inh	Yeast growth inh	HCT116 PTEN-null	MRP1 act	GALR2 blocker	Measles CPE	bCat KO growth	Yeast lifespan up	Phagocytosis inh	NPY-Y2 antag
CC1CC(Nc2ccccc2)=CC(=O)O1 (configuration not stated)	44*	-39	103	0.6	-2	22	98	0	2	0
c1ccc(-c2nc3c(ccc4ccccc43)[nH]2)nc1	-12	72*	40	-6.2	12	13	31	x	x	1

The whole of this part (from the top)
SMILES	E-sel TNF inh	Yeast growth inh	HCT116 PTEN-null	MRP1 act	GALR2 blocker	Measles CPE	bCat KO growth	Yeast lifespan up	Phagocytosis inh	NPY-Y2 antag
CC1CC(Nc2ccccc2)=CC(=O)O1 (configuration not stated)	44*	-39	103	0.6	-2	22	98	0	2	0
c1ccc(-c2nc3c(ccc4ccccc43)[nH]2)nc1	-12	72*	40	-6.2	12	13	31	x	x	1
CCOc1ccc2nc(SCC(=O)NC3CCCc4ccccc43)sc2c1 (configuration not stated)	x	-27	97	-2.0	-7	15	90	11	70*[artifact]	10
CC(=O)c1ccc(Nc2nc(NCCO)nc(OC(C(F)(F)F)C(F)(F)F)n2)cc1	-22	-6	68	-6.7	5	3	82	x	x	-3
CCC(=O)Nc1c2c(nc3c1CCC3)CCCC2	x	-45	92	-2.4	2	7	90	-22	x	7
O=C(NC1CCCCCC1)C1CC(=O)N(Cc2ccccc2)C1 (configuration not stated)	-44	-14	98	-0.6	1	19	104	2	0	3
COC(=O)C1C2CCC(C2)C1C(=O)OCC(=O)c1ccccc1 (configuration not stated)	-3	-3	77	-0.4	-4	7	84	-4	x	1
O=c1[nH]c2cc3c(cc2cc1C(c1nnnn1C1CCCC1)N1CCSCC1)OCCO3 (configuration not stated)	2	-39	12	-6.4	-5	21	67	14	x	4
COc1ccccc1N(C(=O)NCc1ccccc1)C1=NCC(C)S1 (configuration not stated)	-9	-13	94	-2.2	-3	13	90	-7	x	5
COc1ccc(CN(C)C2c3ccccc3-c3ccccc32)cc1	x	-12	33	-3.6	0	9	43	-1	-10	8
CCCc1cc(=O)oc2cc(OCC(=O)N(C)C)c(Cl)cc12	-11	-24	94	0.0	-11	15	88	-1	0	2
CCn1nc(NC(=O)c2cccnc2)c2cc3ccccc3nc21	-3	-12	71	-1.9	0	3	89	-6	0	2
COC(=O)C1=C(C)NC(C)=C([N+](=O)[O-])C1c1ccccc1C(F)(F)F (configuration not stated)	x	-55	91	-0.6	7	53	82	6	x	-1
COc1ccccc1CNC(=O)C/C(C)=N/NC(=O)Cc1ccc(OC)c(OC)c1	3	-50	103	1.3	-5	4	97	8	-3	2
COc1nc(OC)nc(N2CCC(C(=O)NCC3CCCCC3)CC2)n1	-5	-27	90	0.2	5	4	80	-5	0	0
CC1CCN(C(=O)CSc2nnc(-c3cc4ccccc4cc3O)n2Cc2ccco2)CC1	6	-26	88	-2.4	8	25	81	-6	-1	6
COc1ccc(-n2c(Cc3cccn3C)nnc2SCC(=O)Nc2ccc(C)cc2C)cc1	1	-3	83	-2.1	20	2	77	-10	0	-2
Cc1nn(-c2ccccc2)c(Cl)c1/C=N/O	6	-60	104	-2.5	3	5	102	-4	-3	2
O=C(CCNS(=O)(=O)c1ccc(Cl)cc1)N1CCN(Cc2ccccc2)CC1	9	-11	88	-1.4	-7	16	79	4	-1	0
CN(CCc1ccccn1)C(=O)CCNC(=O)Cn1cnc2ccccc2c1=O	-3	-27	104	0.8	6	11	103	-3	-1	2
CCc1ccc(C(C(=O)NC(C)(C)CC)N(Cc2ccco2)C(=O)Cn2nnc3ccccc32)cc1 (configuration not stated)	3	-32	69	-2.6	-4	12	71	x	x	51*
CC1=NN(C(=O)Cn2nc([N+](=O)[O-])c(Br)c2C)C(O)(C(F)(F)F)C1 (configuration not stated)	x	10	88	0.1	1	11	93	2	-1	0
O=c1[nH]c(CN(CCO)CCO)nc2c1C1(CCCCC1)Cc1ccccc1-2	x	-40	x	-1.5	-1	24	91	-6	-1	1
C=CCn1c(SCC(=O)Nc2ncc(Cc3cc(Cl)ccc3Cl)s2)nnc1-c1ccncc1	4	-40	97	-1.7	3	4	82	-3	3	5
O=C(c1ccncc1)N1CCN(C(=O)c2cccc3ccccc23)CC1	x	-5	93	-1.9	-1	20	79	-8	0	2

Continuation:
SMILES	E-sel TNF inh	Yeast growth inh	HCT116 PTEN-null	MRP1 act	GALR2 blocker	Measles CPE	bCat KO growth	Yeast lifespan up	Phagocytosis inh	NPY-Y2 antag
Cc1ccc(SCCOCCN2CCc3ccccc3C2)cc1	x	-33	62	-2.3	1	5	58	10	0	17
C=C(C)Cn1c(Sc2nc3ccccc3[nH]2)nc2c1c(=O)[nH]c(=O)n2C	x	12	92	-0.7	6	7	102	-3	1	1
CCC(=O)Nc1ccc(NC(=O)CN2CCCC(C)C2)c(Cl)c1 (configuration not stated)	-25	-6	89	2.1	-4	0	107	-19	1	9
CCc1cccc2c(C(=O)CCl)c[nH]c12	-19	-24	30	-5.9	-8	26	40	-7	-9	2
COc1ccc(C(=O)N2CCN=C2SC)cc1OC	x	-26	106	-1.2	1	1	100	-1	-3	1
COc1ccc(C2CC(c3ccccc3)=NN2C(=O)CN2N=NC3C(=O)N(c4cccc(F)c4)C(=O)C32)cc1 (configuration not stated)	18	-6	101	3.5	8	20	101	-4	-5	2
CC1C2C(C)N(C)C(=O)N(C)C2N(C)C(=O)N1C (configuration not stated)	-32	-24	103	-1.9	1	2	99	-4	-2	1
COc1ccc(C2(C(=O)Nc3ccccc3)CCOCC2)cc1	x	-4	90	-2.6	6	10	77	0	-5	1
O=C(/C=C/c1ccco1)Nc1cccc(S(=O)(=O)N2CCOCC2)c1	-35	-42	93	-2.1	1	12	84	4	-14	-1
O=C(COc1ccc(Cl)cc1)N/N=C/CCc1ccccc1	13	-22	103	-2.5	1	22	105	-7	x	2
COc1cccc(-c2nc3ccccc3c(=O)o2)c1	-29	-4	94	-4.1	-1	14	83	-5	-1	0
COCCCNC(=O)c1cccc(NC(=O)c2ccccc2)c1	x	2	88	-3.1	6	12	91	1	x	-1
O=[N+]([O-])c1ccc(NC2CCCC2)cc1	12	-25	84	-1.4	-9	11	68	-7	-2	3
CC12CCC(C(=O)Nc3ccccc3)(C/C1=N\O)C2(C)C (configuration not stated)	3	-53	100	0.3	3	16	109	-1	0	1
CCN1CC=C2C(C1)C(c1ccc(Cl)s1)C(C#N)=C(N)C2(C#N)C#N (configuration not stated)	-5	-50	89	-4.8	-5	7	82	-13	-1	1
Cn1c(NC(=O)C[n+]2cc(-c3ccc(F)cc3)n3c2CCC3)cc(=O)n(C)c1=O	6	-1	98	-0.5	17	4	102	6	x	4
CCOc1ccc2nc3c(cc2c1)CN(CCOC)C(=NC)S3	-8	-31	93	-2.4	9	29*	91	x	x	1
CCC(Sc1nc(-c2ccccc2)c(C#N)c(=O)[nH]1)C(=O)Nc1cc(C)on1 (configuration not stated)	-32	-23	93	11*	-14	5	89	-5	0	2
CC(C)c1nc2oc3ccccc3c(=O)c2c(=O)n1-c1ccccc1	-23	-41	83	-3.9	13	20	93	-21	-1	-1
CSCCC(NC(N)=O)C(=O)N(C)CC(=O)Nc1cc(C)ccc1C (configuration not stated)	14	-37	97	-3.5	-20	22	82	-6	-1	6
CC(C)COC(=O)NCC12C=CC(O1)C1C(=O)N(c3ccc(Cl)cc3)C(=O)C12 (configuration not stated)	-25	-33	95	-1.1	-2	9	87	-11	x	2
COc1ccc(C(=O)CN(C(=O)c2ccc(Cl)cc2)N2C(=O)c3ccccc3C2=O)cc1	-45	-16	99	-3.5	-5	2	105	-4	2	2
CCOC(=O)Nc1ccc2c(c1)N(C(=O)N(C)C)c1ccccc1CC2	-4	-22	88	-3.0	-5	9	93	-4	0	-1
CSc1nsc(SC)c1NC(=O)OCC1CCCO1 (configuration not stated)	x	-15	93	0.1	-4	21	91	-5	x	-1
CCCOc1ccc([N+](=O)[O-])cc1C1NC(=S)NC(c2ccccc2)=C1C(=O)OCC (configuration not stated)	70*	-12	67	-4.1	-4	8	67	6	x	8

Remaining list, next part.
SMILES	E-sel TNF inh	Yeast growth inh	HCT116 PTEN-null	MRP1 act	GALR2 blocker	Measles CPE	bCat KO growth	Yeast lifespan up	Phagocytosis inh	NPY-Y2 antag
Cc1cccc2cc(C(c3nnnn3C(C)(C)C)N3CCN(C(=O)c4ccco4)CC3)c(=O)[nH]c12 (configuration not stated)	x	0	83	-2.5	-17	6	87	-8	-6	3
CN(C)c1ccc(/C=C/c2cc[n+](C)cc2)cc1	27	2	14	-0.2	5	49*	8	-5	0	0
CC1(C)C(c2ccccc2)=NC(c2ccccc2)N1O (configuration not stated)	4	-78	105	-0.5	0	5	101	11	2	0
CCCCOc1cccc(NC(=O)CSc2nccn2C)c1	-2	-7	100	-1.6	4	0	97	-12	-1	1
Cc1ccc(C(=O)NCCN2CCCC2)cc1	21	1	107	1.7	-3	6	95	x	x	0
COc1cccc(-n2c(CNC(=O)OC(C)(C)C)n[nH]c2=S)c1	16	-10	97	-0.7	6	x	97	-8	0	1
O=C(OCc1cc2ccccc2[nH]c1=O)C1CCCO1 (configuration not stated)	-7	-58	98	1.4	3	9	92	-2	-1	2
O=C(Nc1ccc2ccccc2c1)N1CCN(c2ncccc2C(F)(F)F)CC1	25	-4	93	-0.8	7	5	100	-9	-1	4
COC(=O)C1C2C=CC3(CN(CCc4ccccc4)C(=O)C13)O2 (configuration not stated)	9	3	91	-1.4	9	11	93	x	x	0
Cc1ccc(CNC(=O)C(=O)NCC2CCCO2)cc1 (configuration not stated)	8	-21	99	1.6	-2	18	99	x	x	5
NC(=O)c1nn(-c2cccc(Cl)c2)c(=O)cc1O	-34	-19	97	-3.1	-4	9	88	-8	x	1
Cc1ccc(-n2c([C@@H]3C[C@H]3c3ccccc3)n[nH]c2=S)cc1	x	-1	107	-0.7	1	4	95	-6	-5	3
CC(Oc1ccc(Cl)cc1Cl)C(=O)/C=C/N(C)C (configuration not stated)	16	-81	97	-0.7	1	26	99	23	x	-1
Cc1ccc(-n2nnnc2SCc2nc3sc(C)c(C)c3c(=O)[nH]2)cc1	7	-20	104	-2.6	2	10	97	1	-9	10
CCOc1ccccc1OCc1nn2c(COc3ccccc3)nnc2s1	-11	-31	94	-0.8	-3	21	91	-15	1	11
CCOC(=O)c1ccc(N2C(=O)c3n[nH]c(-c4ccco4)c3C2c2cccc([N+](=O)[O-])c2)cc1 (configuration not stated)	x	-36	48	-3.8	-11	4	56	1	-13	14
O=C(Nc1ccccc1-c1nc2ccccc2[nH]1)c1sc2ccccc2c1Cl	-22	-40	1.9*	-5.3	-4	8	4.0*	2	-2	0
CCCCCC(=O)Nc1c(-c2cccs2)c(=O)c2ccccc2n1C	-3	3	96	-1.2	5	18	95	-9	1	1

Screens from PubChem BioAssay.
